S1P4 antag: S1P4 receptor antagonists, primary screen, cell-based; S1P4-expressing cells, antagonist mode, reporter read-out; 220,000 tested, 0.26% active; inhibition, % at 4.98 µM; AID 1510, 2009; in the data active means inhibition above about 29%;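 further: 0% = wells stimulated with agonist and 100% = vehicle wells without agonist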
NPY1 pot ag: NPY-Y1 receptor potentiators or agonists, primary screen, cell-based; NPY-Y1 expressing cells, potentiator/agonist activation; activation, % at 3.6 µM; 220,000 tested, 0.37% active; AID 1304, 2008; in the data active means activation above about 33%, passing the limit was not always enough;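 further: cells stimulated with NPY at EC10 then isoproterenol at EC100; 0% = low agonist plus stimulus and 100% = saturating agonist plus stimulus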
Target sequence (P25929 whole entry, looked up): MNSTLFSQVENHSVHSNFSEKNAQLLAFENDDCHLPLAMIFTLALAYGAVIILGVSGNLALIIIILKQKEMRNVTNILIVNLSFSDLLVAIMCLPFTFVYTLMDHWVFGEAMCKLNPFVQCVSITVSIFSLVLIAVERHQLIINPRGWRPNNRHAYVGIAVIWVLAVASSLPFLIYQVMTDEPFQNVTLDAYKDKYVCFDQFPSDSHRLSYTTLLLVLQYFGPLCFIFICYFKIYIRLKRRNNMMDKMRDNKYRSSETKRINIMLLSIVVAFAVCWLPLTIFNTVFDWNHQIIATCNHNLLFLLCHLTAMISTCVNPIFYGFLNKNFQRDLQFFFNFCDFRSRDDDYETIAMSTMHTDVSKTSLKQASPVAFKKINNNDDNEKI
Ba/F3 V617F tox: reduced viability of JAK2V617F-dependent Ba/F3 cells, primary screen, JAK2V617F inhibitor project, cell-based, Ba/F3 EpoR-JAK2V617F, luminescence | ATP luminescence | inhibition, % at 5.6 µM | 220,000 tested, 1.1% active;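 active means inhibition above the campaign mean plus 3 SD over all tested compounds, cut at about 24% in these data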;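 further: cytokine-independent growth of Ba/F3 cells driven by EpoR plus mutant JAK2; 0% = DMSO-treated cells and 100% = JAK inhibitor I control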
CHOP inh: inhibitors of CHOP promoter induction, primary screen, cell-based, unfolded protein response, luciferase reporter; CHO-K1 CHOP-promoter luciferase, tunicamycin-induced, 15-18 h; inhibition, % at 10 µM; 220,000 tested, 3.8% active;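 active means compounds that reduced the stress-induced luciferase reporter signal by more than about 70% of percent inhibition, limit read from the data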;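 further: 0% = tunicamycin plus vehicle and 100% = wells without tunicamycin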
S1P4 agonist: S1P4 receptor agonists, primary screen, cell-based; AID 1509, 2009; 220,000 tested, 0.35% active; activation, % at 4.98 µM; S1P4-expressing cell line, agonist reporter assay; Sphingosine 1-phosphate receptor 4 (Homo sapiens), O95977; in the data active means activation above about 11%;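 further: 0% = DMSO vehicle and 100% = reference agonist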
NCF1 inh: p47phox/p22phox peptide binding inhibitors, primary screen, biochemical, uHTS, NADPH oxidase regulatory subunit. Neutrophil cytosol factor 1 (Homo sapiens), P14598. fluorescence polarization, 2 h. inhibition, % at 24.7 µM. 220,000 tested, 0.53% active. AID 1274, 2008;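 active means inhibition above about 30%, limit read from the data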;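 further: 0% = p47phox with labelled peptide and 100% = labelled peptide alone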
Target sequence (P14598 whole entry, looked up): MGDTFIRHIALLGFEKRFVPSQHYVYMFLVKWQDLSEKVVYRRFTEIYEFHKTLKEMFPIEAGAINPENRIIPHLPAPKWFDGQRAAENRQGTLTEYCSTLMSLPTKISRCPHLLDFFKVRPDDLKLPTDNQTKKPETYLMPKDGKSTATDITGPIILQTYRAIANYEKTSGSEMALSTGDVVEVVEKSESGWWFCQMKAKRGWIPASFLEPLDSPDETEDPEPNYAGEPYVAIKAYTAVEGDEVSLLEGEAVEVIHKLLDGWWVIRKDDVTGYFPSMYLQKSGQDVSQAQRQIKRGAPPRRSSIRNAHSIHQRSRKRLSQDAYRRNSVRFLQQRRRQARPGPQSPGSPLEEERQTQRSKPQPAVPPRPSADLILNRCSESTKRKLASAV
NPY2 pot ag: NPY-Y2 potentiators or agonists, primary screen, cell-based | Neuropeptide Y receptor type 2 (Homo sapiens), P49146 | cells expressing NPY-Y2, potentiator/agonist read-out | activation, % at 3.6 µM | 220,000 tested, 0.45% active | AID 1359, 2008; in the data active means activation above about 27%;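 further: cells stimulated with NPY near EC25 plus isoproterenol at EC100; 0% = vehicle plus submaximal agonist and 100% = vehicle plus saturating agonist; some results beyond the cut were filed as inactive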
NPY Y1 blocker: NPY-Y1 receptor antagonists, primary screen, cell-based | HEK293-CNG Y1 cells, membrane potential fluorescence; NPY at EC95, then isoproterenol | inhibition, % at 3.6 µM | 200,000 tested, 1% active;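 active means inhibition above the campaign mean inhibition of all tested compounds plus 3 SD, cut at about 20% in these data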;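 further: 0% = DMSO wells given NPY plus isoproterenol and 100% = isoproterenol alone without NPY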
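Material: HEK293 cells co-expressing NPY Y1 receptor and cyclic-nucleotide gated channel. Timing: compound incubation 1 h at room temperature, readout 45 min post-stimulation. Signal: fluorescence, membrane potential probe.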
BaF3 tox: parental Ba/F3 cell viability inhibition, counter-screen for JAK2V617F inhibitor project, murine pro-B, CellTiter-Glo luminescence. CellTiter-Glo ATP luminescence. inhibition, % at 5.6 µM. 220,000 tested, 1.1% active;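 active means inhibition above a per-campaign cutoff, the mean inhibition of all tested compounds plus 3 SD, cut at about 27% in these data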;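 further: 0% = DMSO wells and 100% = JAK Inhibitor I control wells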
* hit, by the source's call; · = not tested or not shown; & = joins results of further samples.

SMILES	S1P4 antag	NPY1 pot ag	Ba/F3 V617F tox	CHOP inh	S1P4 agonist	NCF1 inh	NPY2 pot ag	NPY Y1 blocker	BaF3 tox
CC(=O)Nc1ccc(S(=O)(=O)N2CCCC(C(=O)O)C2)cc1 (centres undefined)	-22.9	2.5	3.8	0.0	2.6	-3.5	-5.7	4.5	2.7
COc1ccccc1/C=N/NC(=O)c1ccc(Cn2nc([N+](=O)[O-])cc2C)cc1	-17.0	15.7	-2.9	0.3	0.1	-10.6	3.6	-3.9	2.6
O=C1OC(Nc2ccc(Br)cc2F)c2ccccc21 (centres undefined)	-2.3	-0.3	2.2	21.8	-2.3	-1.7	2.5	6.7	8.7
O=C(NC(=S)Nc1nc(-c2ccccc2)cs1)c1cccnc1	-7.3	10.5	1.3	-24.5	0.2	-9.3	14.4	0.6	5.7
CCOC(=O)C1CCN(S(=O)(=O)c2ccc(C(C)=O)cc2)CC1	-8.2	15.6	1.5	-17.2	0.0	-7.4	-0.9	0.9	1.9
CCOc1ccc(NC(=O)CSc2nc3ccccc3c(=O)n2CCCC(=O)NCCCN2CCCC2=O)cc1	-2.7	12.5	-2.6	-7.2	1.2	1.4	11.2	1.2	2.9
Nc1nc(SCC(=O)NCc2ccccc2Cl)[nH]c(=O)c1NC(=O)c1ccccc1F	-12.9	-26.4	-3.2	33.1	1.8	-2.9	2.9	3.5	0.9
O=C(NCc1ccccc1)c1ccccc1Br	-9.8	-0.6	0.8	-6.0	0.0	-6.7	-11.3	6.5	5.7
O=c1[nH]n2c(=O)c3c([nH]c2c1N=Nc1cccc(Cl)c1)CCCC3	-6.2	-18.8	3.6	-6.8	1.1	-12.1	-2.0	1.3	0.4
Cc1ccc(NC(=O)c2ccc(S(=O)(=O)N3CCOCC3)cc2)nc1	-20.2	4.8	-1.0	23.8	3.0	-8.3	14.8	1.7	2.3
O=C(CSc1ncccc1-c1nc2ccccc2[nH]1)N1CCN(c2ccccc2F)CC1	-2.1	6.4	-1.6	22.2	-0.3	-26.6	-4.5	-2.1	2.3
Cn1c(=O)c2c(ncn2CC(=O)NC(C)(C)C)n(C)c1=O	4.3	-2.9	-2.4	0.8	-1.5	0.5	10.5	-2.5	8.9
CC(=O)C1=C(C)N(CC2CC2)C(=O)N[C@H]1c1ccc(Br)cc1	0.3	-12.7	-2.1	-5.9	1.5	0.1	-2.4	-3.0	1.5
COc1ccccc1NS(=O)(=O)CC12CCC(CC1=O)C2(C)C (centres undefined)	-12.5	-3.7	-3.0	30.9	0.8	-12.6	-2.3	-4.4	2.0
COc1ccc(CCN=Cc2c(C)[nH]n(-c3ccc([N+](=O)[O-])cc3)c2=O)cc1OC	-10.0	-2.5	0.0	-20.1	2.4	2.0	6.8	0.3	7.8
COc1ccc(C(=O)O)cc1S(=O)(=O)N(C)CCc1ccccn1	5.3	-2.0	-2.8	6.6	-0.1	-7.2	16.2	·	3.3
COc1ccc(CCn2c(NN=C3CCCC3)nc3c2c(=O)[nH]c(=O)n3C)cc1	-12.7	13.8	-2.7	-6.3	-1.1	7.3	6.6	·	0.3
Cc1cccc(C)c1NC(=O)CNc1ccccc1	-6.0	-18.9	4.9	-11.7	-2.6	-16.1	-13.4	8.1	6.5
C/C(Cl)=C\Cn1c(=O)c2c(nc3n2CCS3)n(C)c1=O	3.6	8.8	0.6	-12.5	-1.1	-13.2	-6.6	3.4	1.1
Cc1ccc(S(=O)(=O)N2CCN(C(=O)c3cc4c(C)nn(-c5ccccc5)c4s3)CC2)cc1	10.7	0.8	1.1	40.0	-0.6	-14.7	8.4	-2.9	3.5
CCC(=O)Nc1ccc2oc(-c3cccnc3)nc2c1	2.7	11.7	-2.5	-31.4	-0.3	4.4	-6.1	·	1.3
CCn1ncc(N(C)N)c(Cl)c1=O	-7.4	-0.4	-2.8	30.5	-0.1	-8.1	-2.5	1.8	-0.4
COc1ccc(Cl)cc1S(=O)(=O)N1CCCC(C(=O)NCC(N)=O)C1 (centres undefined)	0.8	1.1	3.3	·	0.2	·	-14.9	-4.2	7.3
COC(=O)N/N=C(\C)c1ccc(Br)cc1	16.8	14.2	-0.1	43.1	1.8	-2.6	2.2	0.5	8.4
CCCN1C(=O)C(NC(C)=O)c2cc(OC)ccc21 (centres undefined)	6.8	4.7	3.0	-9.8	-2.0	-4.1	10.0	2.3	5.2
CCCCn1c(SCC(=O)Nc2cc(NC(=O)c3ccco3)ccc2C)nc2ccccc2c1=O	-4.3	-17.1	0.4	15.5	1.2	2.5	6.7	-2.2	1.3
O=C(c1ccccc1)N1CCCC(c2ccc(Cl)cc2)=N1	-0.6	1.8	3.8	35.3	-2.4	-10.2	-4.2	0.4	0.0
CCn1c(SCC(=O)NNC(=S)Nc2ccccc2)nnc1-c1ccc(Cl)cc1	-2.2	-3.3	3.2	3.6	2.0	-15.7	12.2	-1.6	7.3
COc1ccc(N(C(=O)C2COc3ccccc3O2)C(C(=O)NC2CCCCC2)c2ccccc2)cc1OC (centres undefined)	-17.1	-9.2	-0.7	6.0	1.2	-31.0	-5.9	-0.5	8.5
C=CCn1cccc(/C=C/C(=O)c2ccc(C(C)(C)C)cc2)c1=S	-7.5	-27.3	9.8	45.9	0.1	-23.1	-0.1	2.7	45.7*
CCCN(CCO)Cc1ccc2ccccc2c1	-18.0	-16.5	2.7	7.7	-1.6	-3.8	-24.4	7.7	7.9
CNC(=O)COC(=O)c1cc(-c2ccc(OC)cc2)nc2ccccc12	4.1	2.8	-1.2	8.9	0.7	-17.8	-6.6	3.9	4.5
CSc1cccc(NC(=O)COc2cccc3ccccc23)c1	-1.4	-7.1	0.5	105.7*	-0.2	-9.5	-2.4	3.2	1.9
C[C@H](NC(=O)OC(C)(C)C)c1nnc(SCC(=O)c2ccc(Cl)cc2)o1	2.9	6.4	-0.8	66.5	-0.4	-12.2	1.7	-6.3	7.5
CCSc1nnc(NC(=O)c2cccc3ccccc23)s1	-4.2	-6.1	-0.8	58.9	-0.8	0.2	-15.7	5.2	5.3
Cc1ccc(NC(=O)c2cc(S(=O)(=O)N3CCOCC3)c(Br)s2)cc1	-17.5	-26.5	3.1	58.7	-2.3	-12.0	-9.8	0.9	5.4
N#CC(=C=[N-])c1nc2ccccc2nc1-[n+]1ccccc1	5.7&-16.5	-17.9&-18.8	-2.6&-0.4	-15.9&-15.5	-0.1&-3.0	-18.4&-2.4	-9.6&-2.7	6.2	-1.1&3.6
O=C(NCC(c1cccnc1)N1CCN(c2ccccc2F)CC1)c1ccccc1 (centres undefined)	-10.3	-4.1	0.0	-7.8	1.3	-13.2	-11.4	-0.8	2.5
COc1ccc(OC)c(Nc2nc3nonc3nc2N2CCCCC2)c1	3.3	-0.7	-4.8	16.4	0.1	-13.7	-4.0	2.4	1.5
CCOc1cc(/C=C2/SC(=O)N(CC(=O)N3CCc4ccccc4C3)C2=O)ccc1OCC(=O)O	0.5	33.6	-1.3	11.0	2.5	-30.9	2.1	-0.2	4.2

Record cards, as listed above. Order of screens: S1P4 antag | NPY1 pot ag | Ba/F3 V617F tox | CHOP inh | S1P4 agonist | NCF1 inh | NPY2 pot ag | NPY Y1 blocker | BaF3 tox
CCCN(CCO)Cc1ccc2ccccc2c1 as listed: -18.0 | -16.5 | 2.7 | 7.7 | -1.6 | -3.8 | -24.4 | 7.7 | 7.9
CNC(=O)COC(=O)c1cc(-c2ccc(OC)cc2)nc2ccccc12 as listed: 4.1 | 2.8 | -1.2 | 8.9 | 0.7 | -17.8 | -6.6 | 3.9 | 4.5
COc1ccc(OC)c(Nc2nc3nonc3nc2N2CCCCC2)c1 as listed: 3.3 | -0.7 | -4.8 | 16.4 | 0.1 | -13.7 | -4.0 | 2.4 | 1.5
CCOc1cc(/C=C2/SC(=O)N(CC(=O)N3CCc4ccccc4C3)C2=O)ccc1OCC(=O)O as listed: 0.5 | 33.6 | -1.3 | 11.0 | 2.5 | -30.9 | 2.1 | -0.2 | 4.2

Continued.
SMILES	S1P4 antag	NPY1 pot ag	Ba/F3 V617F tox	CHOP inh	S1P4 agonist	NCF1 inh	NPY2 pot ag	NPY Y1 blocker	BaF3 tox
O=C(Nc1nnc(C(F)(F)F)s1)c1ccc(Br)s1	-20.7	5.9	5.6	65.5	1.7	-4.8	30.7	11.0	9.7
C=CCn1c(C(CC)CC)nc2ccccc21	1.7	-3.1	3.3	17.4	-1.5	-2.8	-13.1	·	-2.2
O=c1c2cc(Br)ccc2nc(-c2cccc(C(F)(F)F)c2)n1O	7.5	-17.6	-0.6	99.0*	0.9	-18.9	-19.8	5.2	3.9
Cc1ccc(N2CCN(S(=O)(=O)N3CCCCC3)CC2)cc1C	-20.4	7.2	-0.2	27.7	0.2	-8.2	5.3	3.2	6.0
O=c1nc(N(c2ccccc2)c2ccccc2)[nH]c(=O)[nH]1	1.1	-0.9	-2.1	16.3	-1.3	-2.4	7.9	2.1	1.0
COc1cc(CNCc2ccccn2)ccc1OCC(=O)NC1CCCCC1	-7.5	-4.8	-1.5	5.9	1.5	-5.6	5.6	3.4	0.1
CN1/C(=C\C(=O)CSc2nncn2C)C(C)(C)c2ccccc21	0.8	2.6	36.9*	6.7	-1.0	-2.4	4.0	2.5	47.1*
NC(=O)c1ccccc1NC(=O)COc1ccc(Cl)cc1	1.5	5.0	-4.2	-18.4	0.2	-10.9	7.2	·	-2.3
Cc1cccc(NC(=O)C2CCCN(C(=O)Nc3ccccc3)C2)c1C (centres undefined)	-22.1	-1.1	0.9	13.4	1.2	-10.9	3.8	-5.6	5.3
CC(NC(=O)c1cncc(Br)c1)c1ccc(S(N)(=O)=O)cc1 (centres undefined)	-26.3	5.4	-0.7	-4.7	2.6	-5.0	-0.6	2.4	4.0
CN(C(=O)COC(=O)c1cc(-c2ccco2)nc2ccccc12)C1CCS(=O)(=O)C1 (centres undefined)	6.6	-5.5	-2.2	5.5	-0.1	-0.3	-14.7	·	-12.9
O=c1c2ccc(Cl)cc2[nH]c(=S)n1CCC1=CCCCC1	-15.7	5.9	2.1	83.6*	-0.8	-13.4	2.2	-4.1	7.8
COC(=O)c1cc(NC(=O)c2ccccc2)c(=O)oc1C/C=N\OCc1ccc(Cl)cc1Cl	-1.9	-5.1	-3.0	35.3	2.2	-188.0	-8.4	9.7	2.9
C/C(=N/NC(=O)c1ccccc1)C(=O)O	-10.1	-4.8	0.2	-22.2	0.2	4.9	3.0	-8.3	7.2
Cc1nc2ccc(NC(=O)NCCCO)cc2s1	2.0	1.6	-1.6	38.6	-0.5	-7.6	3.3	-0.6	0.5
CC(C)(C)[C@@H]1C=C(C(=O)NCc2ccccc2)O[C@H](OCc2ccc(CO)cc2)C1	10.3	13.4	-1.0	20.6	-1.3	·	3.9	3.6	1.0
C/C(=N/NC(=O)c1ccccc1)C1=C(O)CC(C)(C)CC1=O	-10.9	0.2	-1.7	1.1	1.0	-5.9	4.4	0.8	4.8
CC(C)CN1CCC(CN(C)Cc2nc(-c3cnccn3)no2)CC1	-22.6	4.3	-2.4	20.1	1.0	-11.5	-2.8	-0.4	5.2
O=C(Nc1cccc(C(F)(F)F)c1)c1cccnc1N1CCN(c2ccccc2)CC1	-6.7	7.3	-3.5	51.0	0.7	-1.1	7.6	9.6	1.2
O=C(O)CCCn1cc(NC(=O)c2ccc(F)cc2)cn1	-14.7	-2.3	-2.6	7.1	-0.1	-15.3	-5.1	0.5	5.2

Compound activity (PubChem BioAssay)
